Rad51 HR inh: Rad51 (human) homologous recombination inhibition. Q06609. hRad51 DNA strand exchange, fluorescence dequenching. inhibition, % at 10 µM. 0.085% of 200,000 active;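 active means inhibition above 40% at the single screening dose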;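 further: 0% = DMSO control wells and 100% = blanks with heterologous ssDNA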
Target sequence (Q06609 whole entry, looked up): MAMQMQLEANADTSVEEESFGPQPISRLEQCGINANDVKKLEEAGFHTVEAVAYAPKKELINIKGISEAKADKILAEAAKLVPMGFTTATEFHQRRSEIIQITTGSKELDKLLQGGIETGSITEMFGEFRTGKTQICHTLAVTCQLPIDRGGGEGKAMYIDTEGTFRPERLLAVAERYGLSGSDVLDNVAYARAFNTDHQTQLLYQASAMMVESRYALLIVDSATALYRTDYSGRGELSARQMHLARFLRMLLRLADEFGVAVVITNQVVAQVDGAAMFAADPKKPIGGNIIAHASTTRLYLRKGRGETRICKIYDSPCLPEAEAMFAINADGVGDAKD
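Material: human Rad51–ssDNA filaments; Probe or stimulus: labelled 47-mer dsDNA for strand exchange; Doses: single 10 µM dose; Incubation: 37 °C 15-min filament assembly, 30-min compound preincubation, 15-min exchange; Technique: FRET fluorescence dequenching, excitation 485 nm, emission 520 nm; Measure: Fluorescence-based percent inhibition, control- and blank-normalised; Benchmarks: plate control and blank wells.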
TNF necrop inh: TNF-alpha cell death inhibition in Jurkat FADD-/- cells; Jurkat FADD-/- TNF necroptosis rescue, ATP luminescence, 24 h; 0 = TNF only, 100 = no-TNF cells; activation (protection from cell death), % at 10 µM; 0.068% of 220,000 active; AID 463075;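 active means activation, meaning protection from cell death, of at least 50% relative to plate controls; inactive means activation below 50%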;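 further: necroptosis triggered by 40 ng/mL TNF-alpha added together with compound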
FXIIa inh: blocks human coagulation factor XIIa protease activity; inhibition, % at 5 µM; P00748; purified FXIIa, Boc-QGR-AMC fluorogenic substrate, 2 h; 0.3% of 220,000 active; in the data active means inhibition above about 40%;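 further: 0% = enzyme with no compound and 100% = blank without enzyme; many of its hits are not listed in these tables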
L929 necroptosis: L929 zVAD cell death inhibition. L929 zVAD necroptosis rescue, ATP luminescence, 24 h; with zVAD 60 µM. viability rescue, % at 10 µM. 0.38% of 220,000 active. AID 1377;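 active means activation, scaled between plate controls, above about 75%, limit read from the data; inactive means activation under that limit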;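 further: 0% = zVAD with DMSO and 100% = DMSO alone without zVAD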
Cl transport mod: modulates chloride dependent transport by human KCC2. B-score of Tl+ flux slope (higher = more flux/activation; lower = inhibition) at 10 µM. KCC2 cells, thallium flux FluoZin-2 fluorescence. 2.2% of 190,000 active. Q9H2X9;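 active means thallium flux slope and its plate-corrected score both differing from the plate sample mean at a set confidence after two filtering rounds, in either direction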;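 further: slope of fluorescence scaled to starting intensity during 10 to 20 s after thallium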
KLK5 inh: inhibitors of human kallikrein 5; 0.59% of 210,000 active; recombinant hK5, fluorogenic AMC substrate cleavage; inhibition, % at 5 µM;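 active means inhibition of 40% or more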;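 further: 0% = enzyme controls without compound and 100% = no-enzyme blanks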
Target sequence (Q9Y337 67-293 limits assumed): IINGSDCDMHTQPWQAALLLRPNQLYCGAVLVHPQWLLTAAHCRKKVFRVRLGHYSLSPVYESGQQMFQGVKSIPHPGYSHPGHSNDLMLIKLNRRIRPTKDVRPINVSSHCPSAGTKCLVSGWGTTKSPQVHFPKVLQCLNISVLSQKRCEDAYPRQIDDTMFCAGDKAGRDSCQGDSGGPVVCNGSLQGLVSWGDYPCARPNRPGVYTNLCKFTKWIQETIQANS
FXIa inh 1536: blocks human coagulation factor XIa protease activity; P03951; purified FXIa, Boc-Glu-Ala-Arg-AMC fluorogenic substrate; inhibition, % at 5 µM; 0.14% of 220,000 active;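 active means inhibition of at least 40%; inactive means inhibition below 40%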;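 further: fluorescence of freed AMC excited at 355 nm; 0% = enzyme without compound and 100% = no enzyme blank; many of its hits are not listed in these tables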
Hck-Nef inh: inhibitors of human Hck kinase activated by Nef | P08631 | Recombinant Hck-YEEI plus Nef, Z-Lyte FRET kinase assay | inhibition, % at 20 µM | 0.68% of 220,000 active;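 active means Hck-Nef kinase inhibition above about 50%, limit read from the data; inactive means inhibition below that limit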;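 further: 0% = DMSO with Hck plus Nef and 100% = Hck alone without Nef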
Target sequence (P08631 whole entry, looked up): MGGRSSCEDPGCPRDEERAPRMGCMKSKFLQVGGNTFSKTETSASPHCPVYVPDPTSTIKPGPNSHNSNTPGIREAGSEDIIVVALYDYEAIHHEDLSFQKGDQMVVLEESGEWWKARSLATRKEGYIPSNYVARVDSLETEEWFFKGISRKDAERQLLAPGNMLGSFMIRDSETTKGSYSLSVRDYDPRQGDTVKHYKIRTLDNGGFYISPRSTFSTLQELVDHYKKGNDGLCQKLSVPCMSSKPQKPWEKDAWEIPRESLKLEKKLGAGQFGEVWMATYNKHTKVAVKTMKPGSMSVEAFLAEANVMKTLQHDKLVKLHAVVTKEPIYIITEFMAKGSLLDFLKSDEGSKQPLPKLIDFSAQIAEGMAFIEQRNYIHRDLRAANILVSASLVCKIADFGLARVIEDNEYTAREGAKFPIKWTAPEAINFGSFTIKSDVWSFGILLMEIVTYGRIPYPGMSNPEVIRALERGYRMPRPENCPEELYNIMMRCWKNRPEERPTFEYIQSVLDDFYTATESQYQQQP
Thrombin inh: inhibitors of human thrombin | P00734 | alpha-thrombin, Boc-VPR-AMC fluorogenic substrate cleavage | inhibition, % at 5 µM | 0.26% of 220,000 active | AID 1046;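 active means inhibition at or above 40%; inactive means inhibition below 40%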;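 further: 0% = enzyme with no compound and 100% = wells without enzyme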
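Material: human alpha-thrombin protein; Also added: Boc-VPR-AMC substrate, 15 µM final; Timing: enzyme reaction carried out at room temperature; Signal: fluorescence, ex 355 nm, em 460 nm; Measure: % inhibition of thrombin; Controls: enzyme without compound as high, wells lacking enzyme as low.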
An asterisk follows results filed as active; x = not tested or not shown.

item	compound	Rad51 HR inh	TNF necrop inh	FXIIa inh	L929 necroptosis	Cl transport mod	KLK5 inh	FXIa inh 1536	Hck-Nef inh	Thrombin inh
1	CCc1nnc(NS(=O)(=O)c2ccc(N=CC3=C(O)CC(C)(C)CC3=O)cc2)s1	x	-0.6	7	0.8	2.5	x	0	-4	4
2	OCC1(Cc2ccccc2C(F)(F)F)CCN(Cc2cccc3cnccc23)CC1	x	4.4	4	1.7	1.2	x	-3	0	-6
3	COc1ccc(Nc2nc(C)cc(C)c2C#N)cc1	-3	0.0	12	-0.4	0.061	-7	3	7	4
4	CN(C)c1nc(C(=O)NN)nc(N(C)C)n1	-1	-0.3	14	0.1	x	-4	4	1	1
5	O=[N+]([O-])c1ccc(N2CCN(S(=O)(=O)c3ccc(Cl)c(Cl)c3)CC2)cc1NCCN1CCOCC1	18	-4.5	15	-0.5	0.27	-10	13	3	0
6	CCN1CCN(CCCNC(=O)C(=O)c2c(C)[nH]c3ccccc23)CC1	3	-0.4	x	4.3	0.12	3	0	-9	1
7	COc1ccc(C(C)C)cc1S(=O)(=O)N1CCN(c2ccccc2)CC1	-9	1.3	12	-2.3	-1.5	3	5	10	1
8	CCOc1ccccc1NC(=O)N1CCC(n2nnc3cc(C)ccc32)CC1	0	-1.5	16	4.0	0.23	-16	0	-1	6
9	O=C(/C=C/c1ccccc1)NNC(=O)c1cccc(Cl)c1	-2	-0.2	8	0.6	-2.3	-13	3	-1	-6
10	COc1ccc(NC(=O)C2CC(=O)N(Cc3ccc(C)cc3)C2)cc1S(=O)(=O)N1CCCCC1 (stereo not drawn)	x	-3.1	5	1.4	-0.7	-3	-4	-62	-1
11	Cc1ccc(C(=O)C2CCOC(C)(C)C2)cc1 (stereo not drawn)	4	-0.6	10	0.4	0.01	-9	13	-21	0
12	O=C(NNC1=NS(=O)(=O)c2ccccc21)C1CC(=O)N(c2ccccc2)C1 (stereo not drawn)	5	0.6	8	2.3	-0.43	3	1	25	1

Entries 1–9, quoted:
item	compound	Rad51 HR inh	TNF necrop inh	FXIIa inh	L929 necroptosis	Cl transport mod	KLK5 inh	FXIa inh 1536	Hck-Nef inh	Thrombin inh
1	CCc1nnc(NS(=O)(=O)c2ccc(N=CC3=C(O)CC(C)(C)CC3=O)cc2)s1	x	-0.6	7	0.8	2.5	x	0	-4	4
2	OCC1(Cc2ccccc2C(F)(F)F)CCN(Cc2cccc3cnccc23)CC1	x	4.4	4	1.7	1.2	x	-3	0	-6
3	COc1ccc(Nc2nc(C)cc(C)c2C#N)cc1	-3	0.0	12	-0.4	0.061	-7	3	7	4
4	CN(C)c1nc(C(=O)NN)nc(N(C)C)n1	-1	-0.3	14	0.1	x	-4	4	1	1
5	O=[N+]([O-])c1ccc(N2CCN(S(=O)(=O)c3ccc(Cl)c(Cl)c3)CC2)cc1NCCN1CCOCC1	18	-4.5	15	-0.5	0.27	-10	13	3	0
6	CCN1CCN(CCCNC(=O)C(=O)c2c(C)[nH]c3ccccc23)CC1	3	-0.4	x	4.3	0.12	3	0	-9	1
7	COc1ccc(C(C)C)cc1S(=O)(=O)N1CCN(c2ccccc2)CC1	-9	1.3	12	-2.3	-1.5	3	5	10	1
8	CCOc1ccccc1NC(=O)N1CCC(n2nnc3cc(C)ccc32)CC1	0	-1.5	16	4.0	0.23	-16	0	-1	6
9	O=C(/C=C/c1ccccc1)NNC(=O)c1cccc(Cl)c1	-2	-0.2	8	0.6	-2.3	-13	3	-1	-6

Next section
item	compound	Rad51 HR inh	TNF necrop inh	FXIIa inh	L929 necroptosis	Cl transport mod	KLK5 inh	FXIa inh 1536	Hck-Nef inh	Thrombin inh
13	COc1ccc(CNC(=O)COC(=O)c2ccc(Br)cc2)cc1	4	0.9	8	1.9	-0.21	1	-2	-11	-3
14	CCCc1nc2ccc(NC(=O)c3ccco3)cc2c(=O)n1Cc1ccccc1Cl	-1	-0.6	18	-0.6	0.99	-2	8	2	4
15	COc1cccc(C2C(=O)N(C3CCCCC3)CC(=O)N2Cc2ccc(F)cc2)c1 (stereo not drawn)	7	-1.2	17	-0.6	0.89	1	11	3	0
16	Cc1ccc(N=C2CCCCCN2C)c(C#N)c1	-1	-1.0	5	-0.4	0.69	-9	1	6	-1
17	COc1ccccc1NC(CC(=O)c1ccccc1)C(=O)OCC(=O)c1ccc(C)c(C)c1 (stereo not drawn)	-9	-0.6	5	-0.5	-0.021	-9	-5	-1	-1
18	COc1ccc(N(CC(=O)NCCC2=CCCCC2)S(=O)(=O)c2ccccc2)cc1	20	1.9	10	-0.2	-0.27	2	1	6	4
19	Cc1cc(C)cc(N=c2c([N+](=O)[O-])nn(-c3cccc(Cl)c3)n2O)c1	1	-11	7	-0.1	x	-16	-4	1	0
20	Cc1ccc(C(=O)N2CC(=O)Nc3ccc(F)cc3C2c2ccccc2)cc1[N+](=O)[O-] (stereo not drawn)	-9	-2.5	8	-0.2	-0.8	2	1	-1	-3
21	COc1ccc(CC(=O)Nc2ccc(-c3cn4ccccc4n3)cc2)cc1	7	0.7	3	1.4	-0.11	-12	-4	4	-3
22	NCCCCCC(=O)N/N=C/c1ccc2nccnc2c1	9	0.2	1	0.5	1.4	-4	-4	16	-5
23	O=C(CCCc1ccccc1)Nc1nncs1	-2	1.2	12	x	0.56	-5	5	-5	-2
24	C/C=N/N(c1ccccc1)c1ccccc1	12	0.1	5	-0.8	0.12	1	-1	24	-6
25	Cc1c(OCC(F)(F)F)ccnc1CSc1nc2ccccc2[nH]1	-5	-1.4	12	0.0	-0.66	0	4	0	-1
26	Cc1cc(-c2nnc(SCC(=O)N3C(C)CCCC3C)o2)no1 (stereo not drawn)	0	-12	-7	-0.1	0.43	-15	-11	3	-8
27	Cc1noc(NS(=O)(=O)c2ccc(N/C=C\C(=O)c3cccc4ccccc34)cc2)c1C	x	-0.4	12	1.4	x	18	6	6	2
28	CC(C)c1onc(C(=O)NCc2ccc(Cl)cc2)c1[N+](=O)[O-]	5	-1.3	7	0.7	0.057	-7	3	0	1
29	CN(C)CCCN(Cc1cc2cc3c(cc2[nH]c1=O)OCO3)C(=S)Nc1cccc(Cl)c1	1	-5.6	2	2.2	-0.34	-1	-2	19	-7
30	CC(=O)Nc1ccc(/C=N/N2C(=O)NC(C)(c3ccc(OC(F)F)cc3)C2=O)cc1 (stereo not drawn)	0	1.6	-1	0.6	0.82	-2	-6	19	-5
31	Cc1ccc(S(=O)(=O)/N=C(\c2ccc(F)cc2)n2c(C)nc3ccccc32)cc1	-5	-0.2	10	0.1	1.4	-1	-2	2	-4
32	CCOc1ccc(-c2nnc3ccc(SCC(=O)NCc4ccco4)nn23)cc1	11	-1.3	2	-0.2	0.36	-4	4	4	-5
33	O=C(Nc1ccc(-c2nc3ccccc3o2)cc1)c1ccc2c(c1)OCO2	87*	-0.1	1	0.9	0.46	-14	-10	1	-2
34	CCOC(=O)C1(Cc2ccccc2C(F)(F)F)CCN(C(C)COC)CC1 (stereo not drawn)	x	2.4	7	-1.4	x	12	2	11	1
35	Cc1ccccc1NC(=O)C1Cc2ccccc2CN1C(=O)OCc1ccccc1 (stereo not drawn)	-1	1.1	4	-0.1	-2.4	-18	-1	1	-8
36	CC(Oc1ccc(Cl)cc1Cl)C(=O)NN=C1CCN(C)CC1 (stereo not drawn)	6	0.5	10	0.1	0.63	-6	10	11	-1

As entered above.
Entry for compound 33 under L929 necroptosis: 0.9
Entry for compound 30 under FXIIa inh: -1

(further entries)
item	compound	Rad51 HR inh	TNF necrop inh	FXIIa inh	L929 necroptosis	Cl transport mod	KLK5 inh	FXIa inh 1536	Hck-Nef inh	Thrombin inh
37	O=C1OCCC1N1C(=O)c2ccccc2S1(=O)=O (stereo not drawn)	-3	-3.5	7	-0.2	0.41	-5	0	0	3
38	O=C1C2C3C=CC(C3)C2C(=O)N1Cc1ccc(CN2C(=O)C3C4C=CC(C4)C3C2=O)cc1 (stereo not drawn)	-7	-0.8	16	-0.3	-0.58	-10	14	-17	-6
39	O=C(NCc1ccc(Cl)cc1)C1=Cc2cc(Cl)ccc2OC1	3	0.6	15	0.1	x	-6	-2	-1	-6
40	COc1ccc2c(c1)C1(Nc3ccccc3C(=O)N1c1ccccc1)C(=O)N2 (stereo not drawn)	2	0.0	13	1.1	x	3	6	1	-2
41	Cc1cc(C(=O)OCC(=O)NCCc2ccccc2)c(C)o1	-5	-1.3	4	0.5	-0.1	-10	-7	1	-7
42	C=CCn1c(N2CCN(c3ccc(OC)cc3)CC2)nc2c1c(=O)n(C)c(=O)n2C	0	-0.4	-10	1.0	0.72	-25	-8	7	-6
43	Cc1cn(-c2ccccc2)c(C)c1/C=N\Nc1nc(N2CCOCC2)nc(N2CCOCC2)n1	-11	-0.4	7	-1.1	x	3	-2	18	-7
44	COC(=O)c1ccc(OC)c(CSc2nnc(COc3ccccc3)o2)c1	4	-2.0	7	-0.4	-1.4	3	6	0	-3
45	CC(C)(C)OC(=O)N1CCCC1C(=O)O (stereo not drawn)	-38	0.9	-14	1.2	0.27	-9	-18	1	-4
46	Cc1ccc(S(=O)(=O)N2CCN(C(=O)CSc3ncc(C(F)(F)F)cc3Cl)CC2)cc1	-5	1.8	3	0.2	x	-10	-14	0	-3
47	CC(C)OCCCn1c(=N)c(C(N)=S)cc2c(=O)n3ccccc3nc21	-8	-5.0	-6	-0.5	-0.15	-4	-6	40	-8
48	Cc1cccc(S(=O)(=O)c2c(N)n(/N=C/c3ccco3)c3nc4ccccc4nc23)c1	x	-1.2	13	-0.3	-0.52	-16	4	4	4
49	N#C/C(=C1\CCCN1)c1ccc2ccccc2n1	6	0.9	22	-0.1	-0.079	7	18	3	5
50	Cc1ccc2cccc(OCC(=O)N3CC(C)CC(C)C3)c2n1 (stereo not drawn)	-4	2.9	5	0.6	-0.42	-7	-5	20	0
51	CCOC(=O)C1CCCN(c2cc(C)nc3cc(-c4ccc(F)cc4)nn23)C1 (stereo not drawn)	2	1.0	7	-0.2	-1.6	-3	-1	3	3
52	Oc1ccc(NCc2cccc(OCc3ccccc3)c2)cc1	x	-7.5	6	0.1	-1.4	x	-1	4	-2
53	CCOC(=O)c1c(NC(=O)c2cccs2)sc(C)c1C	-4	-1.3	28	0.0	0.54	-20	15	1	4
54	CCOC(=O)C(NC(=O)N(C)C)(Nc1sc(C)c(CC)c1C#N)C(F)(F)F (stereo not drawn)	-7	3.4	7	0.7	-0.03	-15	1	8	-7
55	O=C1c2ccccc2C(=O)c2[nH]cnc21	5	-3.2	7	6.0	1.1	-5	5	11	-3
56	COC(=O)c1cc(NCc2cccs2)ccc1N1CCOCC1	2	1.3	11	1.2	0.59	-28	-10	2	-3
57	N#CCC(=O)N/N=C/c1cn(Cc2cccc3ccccc23)c2ccccc12	-21	-11	3	0.2	1.5	2	13	16	0
58	NS(=O)(=O)c1ccc(CCNC2CC(=O)N(CCc3ccccc3)C2=O)cc1 (stereo not drawn)	7	-0.1	1	0.7	1.6	-9	0	1	-1
59	Cc1ccccc1Nc1c(-c2ccc(N3CCOCC3)cc2)nc2cnccn12	-4	-2.1	6	0.7	0.13	3	3	11	0

Source: PubChem BioAssay (several laboratories)

This is a subset. The share of hits here may be higher or lower than overall.
